High-throughput results as filed in PubChem.
KDM5B inh – inhibitors of human KDM5B histone demethylase; Potency, µM (top dose mostly 57.7 µM), for the others: at the top dose activity change, negative = inhibition, actives largely listed as inhibitors; AID 1347165; Q9UGL1; 220,000 compounds, 2.6% hits; KDM5B demethylase, FDH-coupled NADH fluorescence (FDH is formaldehyde dehydrogenase); active = well fitted inhibition curve with a large enough effect; inconclusive = small, poorly fitted or top-dose-only effect; inactive = no such curve, though single readings can be large or run the other way; also: 0% is about no effect; nearly all actives have a fitted effect of over 70% in size
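Measured: NADH fluorescence change, 30 min, RT. System: KDM5BΔAP 200 nM final, H3K4me3 peptide, α-KG, Fe(II), ascorbate, NAD⁺ plus FDH, pH 7.5 HEPES. Compounds: titrated, 10 min pre-incubation with enzyme.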
Numbers without * were called inactive; i = inactive; ? = inconclusive; & = joins results of further samples; [ ] = another dose, or the depositor's remark. Potency is read from the fitted curve at half-maximal effect. The list is partial. The share of hits here may be higher or lower than overall.

structure	KDM5B inh
NC(=O)c1cc[nH]c1C1CCCN(C2CCSCC2)C1 (stereo not given)	8%
COC(=O)C(NC(=O)C(C)NC(=O)OCc1ccccc1)C(C)C (stereo not given)	27%
Cc1onc(-c2c(Cl)cccc2Cl)c1C(=O)N=C(N)N1CCOCC1	10%
CCCN(CCC)S(=O)(=O)c1ccc(SCC(=O)OCC)c([N+](=O)[O-])c1	12%
COc1cc(CNCc2ccccc2Cl)ccc1OCC(=O)NC1CCCCC1	-4%
Cc1cccc2nc(-c3ccc(N4CCOCC4)cc3)c(Nc3ccc4c(c3)OCCO4)n12	?
N#Cc1nc(-c2cccc3ccccc23)oc1N1CCN(Cc2ccccc2)CC1	i
CCOc1ccc(NC(=O)Cn2c(-c3ccc(F)cc3)nc(C)c(CCO)c2=O)cc1	-7%
COc1ccc(S(=O)(=O)NC[C@H]2Cn3c(-c4ccc(Cl)cc4)cnc3CO2)cc1	-29%[86.2 µM]
Cc1nn(-c2ccccn2)c(C)c1[C@@H]1C=C[C@@H](NC(=O)C2CCCCC2)C1	-14%[86.2 µM]
Cc1ccc(NC(=O)CSc2nccn2-c2ccccc2)cc1	-15%
Cc1nc(C)c(C(=O)NCC2Cn3cccc3C(=O)N2C)s1 (stereo not given)	16%
Cc1c(Cl)cccc1NC(=O)CCc1c[nH]c2ccccc12	-16%
COc1cc(CN2CCC3(CC2)C(=O)NCN3Cc2ccc(Cl)cc2)ccc1F	-13%
Cc1cccc(C(=O)Nc2c(C)ccc3nsnc23)c1	-3%
CCOC(=O)c1cc2cc(C(C)CC)ccc2[nH]1 (stereo not given)	?
CC(C)C(=O)N1CCN(C(=O)c2cc(C(C)C)nc3ccccc23)CC1	-10%
CCCCCNc1nc2c(c(=O)n(Cc3ccccc3Cl)c(=O)n2C)n1C	-9%
CC(C)S(=O)(=O)N1CCC(OC2CCN(Cc3cccnc3)CC2)CC1	-2%
Cc1ccc(C(=O)NCc2nnc3ccc(-c4ccccc4)nn23)s1	?
Cc1ccc(NC(c2nnc(-c3ccccc3)o2)c2ccccc2F)c([N+](=O)[O-])c1 (stereo not given)	-29%
CN(CC1CC1)C(=O)c1coc(CN2CCN(c3ccccc3F)CC2)n1	34%[activator]
O=C1N(c2ccccc2)c2ccccc2C12CCN(CC1CC1)C2 (stereo not given)	-6%[149 µM]
Cc1ccc(CNC(=O)c2ccccn2)s1	22%
O=C(COc1ccccc1)Nc1ccc2nc(SCC(=O)N3CCCC3)sc2c1	-3%
CCCCc1ccc(-n2nnc(C(=O)NC3CCS(=O)(=O)C3)c2C)cc1 (stereo not given)	21%
O=C(O)/C=C/c1ccc2c(c1)OCCO2	17%
Cc1ccc(C(=O)N2CCN(c3ncnc4c(C)csc34)CC2)cc1	10%
Cc1ccc(OCCSc2nc3ccc(NC(=O)c4ccc5c(c4)OCO5)cc3s2)cc1	-20%
COc1nc2c(cc1CNC(=O)CC1CC1)C(=O)N(C1CCCC1)C2	-9%
O=C(NCCc1ccc(Cl)cc1)C1CCc2nnc(C3CCN([S+](=O)([O-])c4ccccc4)CC3)n21 (stereo not given)	8%[115 µM]
N#Cc1ccc(-c2ccc3c(c2)OCO3)nc1SCC(=O)Nc1ccccc1Cl	?
COc1ccc(/C=N/NC(=O)CCn2nnc3ccccc32)cc1	17%
COC1C(=O)N(c2cccc(F)c2)C12CCN(Cc1cccc(C#N)c1)CC2 (stereo not given)	6%
CN1C(=O)C2(CCN(Cc3cccn3C)C2)c2ccccc21 (stereo not given)	?
Cc1cc(=O)oc2cc(OCC(=O)N3CCN(C(=O)C4COc5ccccc5O4)CC3)ccc12 (stereo not given)	?

By substructure, the compounds so far containing a nitro group on carbon (two)
structure	KDM5B inh
CCCN(CCC)S(=O)(=O)c1ccc(SCC(=O)OCC)c([N+](=O)[O-])c1	12%
Cc1ccc(NC(c2nnc(-c3ccccc3)o2)c2ccccc2F)c([N+](=O)[O-])c1 (stereo not given)	-29%

(cont.)
structure	KDM5B inh
Cc1cccc(C)c1NC(=O)CN(C)C(=O)c1cccc(S(=O)(=O)NCC2CCCO2)c1 (stereo not given)	-3%
COc1ccccc1C(=O)N1C[C@@H](COc2ccccc2)[C@H](C(N)=O)C1	1%
COc1ccc(Cc2nc3nccc(-c4cc(OC)c(OC)c(OC)c4)n3n2)cc1	14µM*
Cc1cc(F)ccc1NC(=O)c1cc(S(=O)(=O)N2CCc3ccccc32)cn1C	14%
CCc1nn(CC(=O)NCCCc2ccccc2)c(=O)c2cc3ccccc3n12	-4%
CCN(CC)C(=O)c1cccc(NC(=O)c2cc(=O)c3cc(C)ccc3o2)c1	3%
Cc1ccc(-c2ccc(C=O)o2)cc1Cl	?
Cc1ccc(-c2nc(CN3CCN(C(=O)c4ccco4)CC3)c(C)o2)cc1	14%
CCOc1ccc(N(CC(=O)OC)S(=O)(=O)c2ccc3c(c2)n(C)c(=O)c(=O)n3C)cc1	-3%
Clc1ccc(C2Cn3nnc(-c4nc(-c5ccsc5)no4)c3CO2)cc1 (stereo not given)	-20%
O=C(CNC(=O)c1ccc(Oc2ccccc2)cc1)NNC(=O)CSc1cccc2cccnc12	?
Cc1ccc(S(=O)(=O)N2CCN(C(=O)CN3CCOCC3)C2c2ccccc2)cc1 (stereo not given)	21%
Cc1ccc(C(=O)Nc2cccc(-c3nc4ccccc4s3)c2C)cc1	-12%
COc1ccccc1CNC(=O)c1sc(NC2CC2)nc1C	1%
Cc1ccc(CNC(=O)N2C[C@@H](Oc3cccnc3)C[C@H]2C(=O)N2CCOCC2)cc1	33%
CCn1c(SCC(=O)Nc2ccc(C(C)=O)cc2)nnc1-c1cc2ccccc2o1	0%
COCCN1CC(C(=O)NCc2sc3ccccc3c2Cl)CCC1=O (stereo not given)	-18%
Cc1ccc(CN2CCC3(CC2)CCN(C(=O)C2CCC2)CC3CO)s1 (stereo not given)	20%
Cc1nc(OCC(C)C)c2sc3nc4c(cc3c2n1)COC(C)(C)C4	?
COc1ccc(/C=C/C(=O)O)cc1S(=O)(=O)NCc1ccco1	6%
COc1ccc(C(O)Cn2ccn3nc(-c4ccc(C(C)C)cc4)cc3c2=O)cc1 (stereo not given)	22%
O=C(c1cc(COc2c(F)cccc2F)on1)N1CCCCCC1	24%
CC(C(=O)NCCc1nc2ccccc2n1C)C1CCOCC1 (stereo not given)	?
NC(=O)c1cccnc1OC1CCN(C(=O)c2cccc(Cl)c2)C1 (stereo not given)	11%
O=C(CCc1cn(Cc2ccc(F)cc2)c2ccccc12)NC1CCCCC1	-14%
COc1ccc(CN2CCC3(CC2)Cc2ccccc2CNC3=O)cn1	16%[115 µM]
O=C(O)CSc1cn(Cc2ccccc2)c2ccccc12	19%
O=C(c1ccc2c(c1)OCO2)N1CCC2(CC1)NC(=O)N(Cc1ccc(F)cc1)C2=O	-6%
CCc1ccc(NC(=O)Nc2c(N3CCCC3)c3ccccc3oc2=O)cc1	1%
O=C1Nc2ccccc2CC12CN(CC1CCNC1)C2 (stereo not given)	5%[149 µM]
COc1ccc(OC)c(CCNC(=O)c2nn(C)c3c2CS(=O)(=O)c2ccccc2-3)c1	14%
O=c1[nH]c2ccc(S(=O)(=O)Nc3cc(Cl)ccc3O)cc2o1	-1%
CCc1sc(C(=O)NCc2ccccc2OC)cc1C	-5%
CC(C)c1ccccc1Oc1c(C(F)(F)F)oc2c(CN3CCN(C)CC3)c(O)ccc2c1=O	-29%
CCc1cccc(NC(=O)C2CCCN(c3cnn(Cc4ccccc4)c(=O)c3)C2)c1 (stereo not given)	?
COCc1nnc2n1CCC(NC(=O)c1ccc(C#N)cc1)CC2 (stereo not given)	-21%
CCCc1cc(=O)[nH]c(SCC(=O)N2c3ccccc3CC2C)n1 (stereo not given)	9%
Cc1noc2nc(C(=O)O)nc(N3CCCCC3)c12	4%
COc1cc2cc(CNc3ccccc3)c(=O)n(CC(=O)Nc3ccccc3)c2cc1OC	?
CSCc1c(C(=O)OC2CCOC2=O)oc2ccccc12 (stereo not given)	11%
COCc1cn(C[C@H]2C[C@@H](NC(=O)c3cncnc3)[C@H](O)[C@@H]2O)nn1	-29%[86.2 µM]
COc1ccc(C(=O)Nc2cccc3ccc(C)nc23)cc1	-8%
CC(C)c1nn2c(=O)cc(COC(=O)CNC(=O)c3ccccc3)nc2s1	1%&-25%
CC(Sc1ccc(Cl)cc1)C(=O)NC1CC2CCC1C2 (stereo not given)	21%
COc1cccc(C(=O)N2CCOC[C@H](Oc3ccccc3)C2)c1	7%[86.2 µM]
O=C(NCC(=O)N1CCCCC1)C1CCCN(S(=O)(=O)c2ccc(Cl)cc2)C1 (stereo not given)	19%
COc1ccccc1C(=O)N/C(=C\c1cn(S(=O)(=O)N(C)C)c2ccccc12)C(=O)N1CCCC1	6%
CCN(CC)S(=O)(=O)c1ccc(Cl)c(NC(=O)COC(=O)c2cc(=O)c3ccccc3o2)c1	7%
Cc1ccc(-c2n[nH]c(=O)c3ccccc23)cc1S(=O)(=O)NCCO	14%
COC(=O)c1c(SC)nc2ccccc2c1OCc1ccc(C)cc1C	-5%
O=c1[nH]c(CSc2nc3ccccc3o2)nc2cc(Cl)ccc12	1%
COc1cccc(C(=O)N2CCCn3ccnc3C2C(C)C)c1OC (stereo not given)	-11%
COC(=O)[C@H](NC(=O)[C@@H]1C[C@@H](NC(=O)c2ccncc2)CCN1S(=O)(=O)c1ccc(OC)cc1)C(C)C	30%[activator]
NCCO[C@H]1C[C@@H](O)C12CCN(C(=O)Cn1cnnn1)CC2	12%
Cc1ccc(NC(=O)c2cc(=O)c3ccccc3o2)cc1C	22%
CCc1cn(C[C@H](NC(=O)C2CCC2)C(=O)O)c(=O)[nH]c1=O	-12%[86.2 µM]
Cc1oc(-c2cccs2)nc1C(=O)N1CCOCC1	?
COc1cccc(NC(=O)CCC2CCN(Cc3noc(C4CC4)n3)CC2)c1	1%
CC(=O)N1CCN(c2ccnc(-c3nnc(C)n3C3CCCCC3)c2)CC1	?
O=C1NCC2(CCN(C(=O)c3ccc4c(c3)OCO4)CC2)Oc2ccccc21	16%

Exported with values ahead of the structure: part of the list above.
| KDM5B inh | SMILES |
| --- | --- |
| 22% | Cc1ccc(NC(=O)c2cc(=O)c3ccccc3o2)cc1C |
| -12%[86.2 µM] | CCc1cn(C[C@H](NC(=O)C2CCC2)C(=O)O)c(=O)[nH]c1=O |
| ? | Cc1oc(-c2cccs2)nc1C(=O)N1CCOCC1 |
| 1% | COc1cccc(NC(=O)CCC2CCN(Cc3noc(C4CC4)n3)CC2)c1 |
| ? | CC(=O)N1CCN(c2ccnc(-c3nnc(C)n3C3CCCCC3)c2)CC1 |

More compounds follow.
structure	KDM5B inh
CC1=C[C@@H](CC#N)[C@H](C(C)C)C[C@H]1CC(=O)NC1CC1	5%[115 µM]
N#Cc1cccc(C#N)c1Oc1ccc(N)cc1	28%
O=S(=O)(c1cccc2nsnc12)N1CCCC1c1ccc(F)cc1 (stereo not given)	-14%
CCCc1noc(-c2cccn3c(CNC(=O)c4ccc(F)cc4Cl)nnc23)n1	14µM*
Cc1ccc(S(=O)(=O)NCC(c2ccc(N(C)C)cc2)N2CCc3ccccc32)cc1C (stereo not given)	?
COc1cc2c3nc4n(c(=O)c3n(CC(=O)N3CCCC3)c2cc1OC)CCS4	10%
O=C1CCN(C(=O)[C@@H]2CCCN2Cc2cccc(F)c2)CCCCCCN1	-20%
CCOc1ccc(CCNC(=O)c2cc(=O)[nH]c3ccc(S(=O)(=O)N4CCCCC4C)cc23)cc1OCC (stereo not given)	9%
CC1CCCC(NC(=O)c2cc(Sc3cccc(Cl)c3)nc3ccccc23)C1C (stereo not given)	15%
CC(C)S(=O)(=O)NCC1CCCN(C(=O)c2ccc3ccccc3n2)C1 (stereo not given)	11%
COc1ccc(-c2cc(=O)c3c(ccc4ccccc43)o2)cc1	?
COc1ccc2c(c1)c1ncn(CC3CCCO3)c(=O)c1n2C (stereo not given)	i
COC(=O)C1=C(C)OC(N)=C(C#N)C1c1cccc(C(F)(F)F)c1 (stereo not given)	-27%
Cc1ccc(C)c(-c2cc(C(=O)N3CCOCC3)c3ccccc3n2)c1	6%
CCNC(=O)N1CCC2(CCCCO2)CC1	17%
CS(=O)(=O)N1CCCN(Cc2ccccc2C#N)CCNC(=O)CC1c1ccccc1 (stereo not given)	?
Cc1cccc(OCc2nnc(SCC(=O)c3cc(C)n(-c4cc(C)on4)c3C)o2)c1	7%
Cc1ccc(CN(C)C(=O)Cn2nnn(-c3cccs3)c2=O)cc1	-21%
CCNC(=O)N[C@H]1CO[C@H]2[C@@H]1OC[C@@H]2n1nnnc1Oc1ccccc1	7%[86.2 µM]
COc1ccc(Cl)cc1NC(=O)CSc1nnc2[nH]c(=O)cc(C)n12	-5%
C1=C(c2cc(-c3cccc(N4CCOCC4)c3)cn3cncc23)CCOC1	?
CCNC(=O)CCc1c(CC)nn(-c2ccc(F)cc2)c1Oc1ccccc1	1%
COc1cc(CN2CCC(C)(NC(C)=O)CC2)cc(Nc2ccccc2)c1	-5%[86.2 µM]
O=C(O)CC(NNC(=O)c1ccccc1)C(=O)Nc1ccc([N+](=O)[O-])cc1 (stereo not given)	?
